S3 lipid droplet: qHTS Assay for Lipid Storage Modulators in Drosophila S3 Cells. Drosophila S3 cells, BODIPY lipid droplet fluorescence, 18-24 h; cells fed with added oleic acid. lipid storage change, negative = inhibition, % at the top dose, mostly 46.1 µM; hits show Potency in µM. 320,000 compounds, 0.64% hits; active = well fitted inhibition curve with a large enough effect in the signal ratio, with a control signal flat, not every such curve was filed as active; inconclusive = small, poorly fitted or top-dose-only effect, or effect the other way, or a change in a side signal; the % refers to the signal ratio
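Drosophila S3 cells loaded with oleic acid (400 uM, as added) and compounds at several concentrations; lipid droplets imaged by 488-nm laser-scanning cytometry, 500–530 nm intensity and object ratio to cell channel. Percent activity normalized to 20 uM Triacsin C.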
S3 lipid droplet cell count max: also measured in S3 lipid droplet; calls as there; cell number change, %; measured here: cell count max response;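 cells counted by Cell Tracker Red CMTPX staining in the red channel; peak over a dose series mostly up to 46.1 µM; percent activity relative to internal control wells on each plate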
* hit, by the source's call; i = inactive; ? = inconclusive; . = not tested or not shown. % is scaled to controls: 0 for no effect and ±100 for the full control effect; potency is read from the fitted curve at half-maximal effect. Only part of the results is shown. The share of hits here may be higher or lower than overall.

Preview (2 entries):
no. | SMILES | S3 lipid droplet | S3 lipid droplet cell count max
1 | Cc1ccc(N2C(=O)/C(=C/c3ccc(CN(CCC#N)S(C)(=O)=O)o3)C(=O)NC2=S)cc1C | 0% | 17
2 | CCCCCSc1cc(OC)c(CCNC)cc1OC | i | .

All compounds of this part (from the top)
no. | SMILES | S3 lipid droplet | S3 lipid droplet cell count max
1 | Cc1ccc(N2C(=O)/C(=C/c3ccc(CN(CCC#N)S(C)(=O)=O)o3)C(=O)NC2=S)cc1C | 0% | 17
2 | CCCCCSc1cc(OC)c(CCNC)cc1OC | i | .
3 | Cc1ccc(OP(N)(=O)Oc2ccc(C)cc2)cc1 | ? | .
4 | CN1C(=O)c2ccccc2Sc2ccc(C(=O)N3CCC4(CC3)OCCO4)cc21 | 10% | 2
5 | O=C1NC(=O)N(c2cccc(F)c2)C(=O)/C1=C/c1ccc(N2CCOCC2)cc1 | 0% | 15
6 | Cc1cc(OCC(=O)N2CCC(C(N)=O)CC2)c2c3c(c(=O)oc2c1)CCCC3 | 19% | -1

Record cards, as listed above. Order of values: S3 lipid droplet, S3 lipid droplet cell count max
`CN1C(=O)c2ccccc2Sc2ccc(C(=O)N3CCC4(CC3)OCCO4)cc21` across the screens: 10%, 2
`Cc1ccc(N2C(=O)/C(=C/c3ccc(CN(CCC#N)S(C)(=O)=O)o3)C(=O)NC2=S)cc1C` across the screens: 0%, 17
